Hsp70 inhibitors: Hsp70 inhibitors, probe displacement, primary screen, biochemical, fluorescence polarization (AID 583) | Hsp70 fluorescence polarization probe displacement, mP; higher % means a stronger effect | displacement, % at 20 µM, or IC50 in µM where a hit was titrated | hit rate 0.06% among 140,000; in the data active means displacement above about 50%;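 further: plate controls were vehicle for no effect and reference ligand for full effect; a part of the inactive calls stands beside numbers as strong as those of hits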
Rat MKP-3 inhibitors: inhibition of rat DUSP6 enzyme activity – biochemical, in vitro, primary screen (AID 425); recombinant MKP-3 phosphatase activity, fluorescence; higher % means a stronger effect; inhibition, % at 20 µM; hits with a dose series show IC50 in µM; hit rate 0.17% among 110,000; in the data active means inhibition above about 50%;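 further: plate controls were vehicle for no effect and reference inhibitor for full effect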
Numbers without * were called inactive; . = not tested or not shown; & = joins results of further samples.

SMILES | Hsp70 inhibitors | Rat MKP-3 inhibitors
COc1ccc(NC(=O)C2CCCN(C(=O)NC3CCCCC3)C2)cc1OC (stereo not given) | -2.1% | -14%
CC1C(=O)NN=C1C(=O)N/N=C/c1cccc(O)c1 (stereo not given) | 2.9% | 1%
COc1ccc(C(c2nnnn2Cc2cccs2)N2CCC(C(N)=O)CC2)c(OC)c1 (stereo not given) | -0.3% | -3%
Cc1ccc(C2CC(c3cccc(Br)c3)Nc3nnnn32)cc1 (stereo not given) | 0.7% | 4%
CCOc1cc(-c2nc(-c3ccc(C)nc3OC)no2)cc(OCC)c1OCC | -0.5% | -12%
COc1ccc(C(=O)Nc2cccc(C)c2)cc1 | 9.1% | -6%
CC(=O)Oc1ccc(C(=O)Nc2nnc(C)s2)cc1 | 3.5% | 4%
CN(C)CCCNC(=O)c1ccc([N+](=O)[O-])cc1 | 2.0% | -5%
Cc1oc(C(=O)O)cc1COc1ccc2c3c(c(=O)oc2c1C)CCC3 | -4.7% | .
CC1=C(C(=O)OC(C)C)C(c2cccc(F)c2)C2=C(CCCC2=O)N1 (stereo not given) | -1.5% | -1%

Filtered by structure, those above containing a halogen.
SMILES | Hsp70 inhibitors | Rat MKP-3 inhibitors
Cc1ccc(C2CC(c3cccc(Br)c3)Nc3nnnn32)cc1 (stereo not given) | 0.7% | 4%
CC1=C(C(=O)OC(C)C)C(c2cccc(F)c2)C2=C(CCCC2=O)N1 (stereo not given) | -1.5% | -1%

Some of the entries so far, with tabs.
molecule	Hsp70 inhibitors	Rat MKP-3 inhibitors
COc1ccc(C(c2nnnn2Cc2cccs2)N2CCC(C(N)=O)CC2)c(OC)c1 (stereo not given)	-0.3%	-3%
Cc1ccc(C2CC(c3cccc(Br)c3)Nc3nnnn32)cc1 (stereo not given)	0.7%	4%
CCOc1cc(-c2nc(-c3ccc(C)nc3OC)no2)cc(OCC)c1OCC	-0.5%	-12%
COc1ccc(C(=O)Nc2cccc(C)c2)cc1	9.1%	-6%
CC(=O)Oc1ccc(C(=O)Nc2nnc(C)s2)cc1	3.5%	4%
CN(C)CCCNC(=O)c1ccc([N+](=O)[O-])cc1	2.0%	-5%

Further results follow:
SMILES | Hsp70 inhibitors | Rat MKP-3 inhibitors
Cc1ccc(NC(=O)C2CC(=O)N(c3ccc(Cl)cc3)C2)cc1 (stereo not given) | . | 5%
COc1ccc(S(=O)(=O)N2CCCC(C(=O)O)C2)cc1Cl (stereo not given) | 4.9% | -2%
Cc1nn(-c2cc(N3CCCCC3)ccc2[N+](=O)[O-])c(=O)c2ccccc12 | -2.3% | .
COc1ccc(OC)c(NC(=O)C2C3C=CC(C3)C2C(=O)NCc2ccccn2)c1 (stereo not given) | 2.5% | -6%
Cc1cc(/C=N/n2cnnc2)c(C)n1-c1ccc(OCc2ccc(F)cc2)cc1 | 1.0% | -3%
O=C(C(c1ccccc1)c1ccccc1)N1CCN(C2CCN(Cc3ccccc3)CC2)CC1 | -2.1% | 1%
COc1ccc2c(c1)C(=O)N(c1ccccc1)C(=O)C2 | 5.6% | .
Fc1ccc(-c2nnc(-c3ccc(F)cc3)o2)cc1 | -2.0% | 0%
COc1ccccc1-c1coc2cc(OCc3ccccc3)ccc2c1=O | -6.5% | 4%
Cc1ccc2[nH]c3c(N4CCN(Cc5ccc6c(c5)OCO6)CC4)ncnc3c2c1 | -2.7% | -5%
COc1cccc(NC(=O)c2c(Cl)cccc2Cl)c1 | -2.9% | 3%
COc1cc(NC(=O)c2cccc(Br)c2)cc(OC)c1 | 2.0% | -1%
COCCCNC(=O)c1c(N)n(-c2cccc(S(N)(=O)=O)c2)c2nc3ccccc3nc12 | -2.1% | -10%
O=C(/C=C/c1ccccc1)N1CCN(c2ccc(Cl)cc2)CC1 | 4.7% | 2%
COc1ccc(C2CC(c3ccc([N+](=O)[O-])cc3)=NN2)cc1 (stereo not given) | -5.5% | 2%
C[C@@H]1C[C@H](O)c2cc(Cl)ccc2N1 | 4.5% | -1%
COc1ccc(/C=C2/SC(=S)N(Cc3ccccc3)C2=O)cc1OC | 0.6% | 0%
N#CC1=C(N)OC2=C(C(=O)CCC2)C1c1ccncc1 (stereo not given) | -1.1% | 4%
COc1ccccc1N(CC(=O)Nc1cccnc1)S(C)(=O)=O | 2.2% | 1%
Cc1cc(C)nc(SCC(=O)NN=C2CCCCCC2)n1 | 35% | 1%
Cc1cc(C(=O)NCc2cccnc2)cs1 | -2.1% | -5%
Cc1nnc(-c2cnn(C)c2N)n1Cc1ccccc1 | 0.5% | .
COc1ccc(Br)cc1C1N2CC3(C)CN1CC(C)(C2)C3=O (stereo not given) | 1.1% | -11%
Cc1onc(-c2ccccc2Cl)c1C(=O)Nc1sc(C)c(C)c1C#N | 0.1% | 0%
O=C(CSC1=NC(=O)C(c2ccccc2)C(=O)N1)Nc1cccc(Cl)c1 (stereo not given) | 2.4% | .
CCN1CCN(S(=O)(=O)c2ccc3[nH]c(=O)oc3c2)CC1 | 0.2% | 0%
CCO/C=C/C(=O)N(C)CCC#N | -0.7% | -11%
CCOc1cc(C(=O)Nc2ncccc2C)cc(OCC)c1OCC | 3.9% | 2%
CCOc1ccc(S(=O)(=O)N2CCN(c3ccccc3OC)CC2)c2cccnc12 | 0.6% | 5%
C=C(C)Cn1c(SCC(=O)c2ccc(OC)cc2)nnc1-c1ccc(Br)cc1 | 1.1% | 2%
O=C(COc1ccc([N+](=O)[O-])cc1)Nc1ccc(OC(F)(F)F)cc1 | -5.8% | 3%
Cc1oc(-c2ccccc2F)nc1CN1CCC(C(=O)NC2CCCCCCC2)CC1 | 1.1% | 5%
O=C(Nc1ccccc1C(=O)O)c1cccc(N2C(=O)c3cccc([N+](=O)[O-])c3C2=O)c1 | 6.5% | 1%
CS(=O)(=O)N(CC(=O)NCC1CCCO1)c1cc(Cl)ccc1Cl (stereo not given) | 6.7% | -1%
COc1ccc(NC(=O)c2cnn3c2NC(c2ccc(F)cc2)CC3C(F)(F)F)c(OC)c1 (stereo not given) | -3.3% | -4%
COc1ccc(-n2cnnc2SCC(=O)NCc2cccs2)cc1 | 2.1% | .
O=C(CC(c1ccc(F)cc1)c1ccco1)N1CCOCC1 (stereo not given) | -4.0% | -1%
COc1ccc(C2C(C(=O)N3CCCCC3)CC(=O)N2c2ccc(OC)cc2)cc1 (stereo not given) | 0.8% | .
CCOC(=O)c1cccc(NC(=O)CSc2nc3ccccc3c(=O)n2CCOC)c1 | 6.3% | 1%
O=C(NC1CC1)C1CC(=O)N(C2CCCCC2)C1 (stereo not given) | -1.7% | -7%
Cc1c(NC(=O)c2cnn3c2NC(c2ccccc2)CC3C(F)(F)F)c(=O)n(-c2ccccc2)n1C (stereo not given) | -1.7% | .
O=C(Cn1nnc(-c2ccc(OCc3ccccc3F)cc2)n1)N1CCOCC1 | 1.1% | .
Clc1cccc(OCCCCn2ccnc2)c1 | -1.8% | 1%
O=C(/C=C/c1ccccc1)Nc1ccc2c(c1)OCCO2 | 1.1% | 5%
O=C(/C=C/c1ccco1)NCCCNC(=O)/C=C/c1ccco1 | 13% | 12%
Cc1csc(/C(=N\O)c2csc(C)n2)n1 | -1.6% | -8%
CCC(c1nnnn1C1CCCC1)N1CCN(Cc2ccccc2)CC1 (stereo not given) | 3.3% | .
CCOC(=O)C(CCOc1ccc(Cl)cc1C)C(=O)OCC | -1.6% | 2%
COc1ccc2c(C)nc(Nc3nc(C)c(C)c(=O)[nH]3)nc2c1 | 5.8% | .
COc1cc(C(=O)NC(NC(=S)Nc2ccccc2)C(Cl)(Cl)Cl)cc(OC)c1OC (stereo not given) | 0.2% | 2%

Individual results from the results shown:
`O=C(Cn1nnc(-c2ccc(OCc3ccccc3F)cc2)n1)N1CCOCC1` in Hsp70 inhibitors = 1.1%
`Cc1csc(/C(=N\O)c2csc(C)n2)n1` in Hsp70 inhibitors = -1.6%
`Clc1cccc(OCCCCn2ccnc2)c1` in Hsp70 inhibitors = -1.8%
`O=C(/C=C/c1ccccc1)Nc1ccc2c(c1)OCCO2` in Rat MKP-3 inhibitors = 5%
`O=C(/C=C/c1ccco1)NCCCNC(=O)/C=C/c1ccco1` in Hsp70 inhibitors = 13%

Next structures:
SMILES | Hsp70 inhibitors | Rat MKP-3 inhibitors
Cc1cc(Cl)ccc1N(CC(=O)NCc1cccnc1)S(=O)(=O)c1ccccc1 | -5.0% | 3%
NC(=S)N/N=C/c1ccc(-c2ccc(Cl)c(Cl)c2)o1 | 2.3%&-0.7% | 1%
CCOC(=O)c1[nH]c(=O)[nH]c1CSc1nc2ccccc2o1 | -0.5% | 2%
O=C(CC(C(=O)N1CCc2ccccc21)n1ccnc1)NCC1CCCO1 (stereo not given) | -3.7% | 6%
Cn1c2ccccc2c2cc(C3Nc4ccccc4C(=O)N3Cc3ccccc3)ccc21 (stereo not given) | 0.4% | 2%
O=C(Nc1ccc2c(c1)OCO2)Oc1ccccc1 | -1.3% | -4%
C=CCn1c(NC(=O)c2ccc(Br)o2)c(S(=O)(=O)c2ccccc2)c2nc3ccccc3nc21 | 7.2% | .
COCCNC(=O)C(c1cccs1)N(C(=O)Cn1nnc2ccccc21)c1cccc(C(C)=O)c1 (stereo not given) | 0.4% | 0%
O=C(COC(=O)CCC(=O)c1cccs1)Nc1cccc(S(=O)(=O)N2CCOCC2)c1 | 2.9% | .
CC(C)(C)n1nnnc1C(c1cccs1)N(Cc1cccnc1)Cc1ccco1 (stereo not given) | 2.3% | .
Cc1ccc(Cl)cc1N1CCN(C(=O)CN2C(=O)c3cccc4cccc2c34)CC1 | 6.8% | 0%
O=C(O)CCCCCN1C(=O)C(=O)/C(=C(/O)c2ccccc2)C1c1ccc(F)cc1 (stereo not given) | -2.2% | 1%
Cc1cc(N2CCN(S(=O)(=O)c3ccc(Cl)cc3)CC2)c2ccccc2n1 | . | 3%
COc1cc(OC)cc(N(C(=O)c2ccco2)C(C(=O)NC2CCCC2)c2ccc(N(C)C)cc2)c1 (stereo not given) | 2.0% | -4%
CC(C)NC(=O)c1cnc(N2CCN(c3ccccn3)CC2)c2ccccc12 | -2.4% | -4%
COC(=O)[C@H](Cc1ccccc1)NC(=O)Nc1ccc(S(N)(=O)=O)cc1 | 2.2% | -11%
CC(=O)C1=C(O)C(=O)N(CCN2CCNCC2)C1c1ccc(F)cc1 (stereo not given) | -4.4% | 2%
CCCCOc1ccc(-c2nc(SCC(N)=O)n[nH]2)cc1 | -2.1% | .
Cc1nnc(SCC(=O)Nc2ccccc2N2CCOCC2)s1 | 26% | -12%
C=CCn1c(C)c(/C=C(/C#N)C(=O)Nc2ccc(OC)cc2)c2ccccc21 | -10% | 2%
CCOc1ccc(OCC)c(NC(=O)CN2CCN(c3cccc(C)c3)C(C)C2)c1 (stereo not given) | . | 0%
CC1C(c2ccccc2)N(C)C(c2ccccc2)C(C)C1(O)Cc1ccccc1 (stereo not given) | 3.7% | 8%
CC1C(c2ccccc2)=[N+]([O-])C(C)(c2cccs2)N1O (stereo not given) | 1.3% | -7%
CCC(=O)N(Cc1cc2ccccc2[nH]c1=O)C(C)C | -1.5% | -13%
COc1cc(/C=C2/SC(=S)N(c3ccccc3)C2=O)ccc1OC(=O)c1ccc(Cl)cc1 | -0.9% | 2%
O=C(c1ccco1)N1CCN(c2cc(C(F)(F)F)nc3ncnn23)CC1 | -1.7% | -9%
Cc1cccc(N(CC(N)=O)S(C)(=O)=O)c1C | 1.7% | -1%
C=CCNC(=O)c1cc(-c2ccccc2O)on1 | 10% | 4%
c1cc(CNc2ccc3c(c2)OCCO3)ccn1 | 6.7% | -5%
CCOc1nc(NCCc2ccc(OC)c(OC)c2)nc(N2CCN(c3ccc(OC)cc3)CC2)n1 | -2.8% | .
CCOC(=O)C1=C(C)NC2=C(C(=O)c3ccccc32)C1c1ccc([N+](=O)[O-])cc1 (stereo not given) | 1.7% | 0%
COc1cc(C(c2c(C)[nH]c3ccccc23)c2c(C)[nH]c3ccccc23)ccc1O | 1.1% | -3%
Nc1cccc2c1C(=O)N(C(=O)c1ccc(S(=O)(=O)N3CCCCCC3)cc1)C2=O | 11% | 1%
COc1ccc(/C=N\Nc2nc(-c3ccccc3)cc(-c3ccccc3)n2)cc1OC | 3.6% | 8%
Cc1ccc(-n2c(Cc3ccccc3)n[nH]c2=S)cc1 | 2.0% | .
CC1(C)CC(=O)C=C(Nc2ccc(F)c(F)c2)C1 | 0.4% | 1%
Cc1ccc(-c2nn3c(C)nnc3s2)cc1NC(=O)c1ccco1 | -0.7% | -3%
Cc1oc2c(O)c(O)ccc2c(=O)c1-c1ccccc1 | . | 0%
O=C(Nc1cccc(S(=O)(=O)c2cccc(NC(=O)C3CC3)c2)c1)C1CC1 | -3.1% | -4%
CC1=C(C#N)c2nc(N)c(C#N)c(C)c2/C1=C\c1ccco1 | -0.2% | 3%
Cc1ccc(S(=O)(=O)N(CC(O)CN2CCCCC2)c2cccc(C)c2)cc1 (stereo not given) | -4.0% | -1%
Cc1cc(=O)n(CC(C)O)c(O)c1C#N (stereo not given) | 0.9% | .
Cc1c(C=O)cc2c(c1C)OC1(C=C2)N(C)c2ccccc2C1(C)C (stereo not given) | -1.8% | -3%
COCc1nc(-c2ccc(-c3ccccc3)nc2OC)no1 | 5.0% | -2%
O=C(CCn1nnc2ccccc2c1=O)N[C@@H](Cc1ccccc1)C(=O)O | -2.3% | -1%

These rows are one share of the data. The share of hits here may be higher or lower than overall.
